m-calpain inh = inhibitors of pig calpain II, primary screen, biochemical, fluorogenic peptide substrate, 1536-well. 0.37% of 220,000 active. AID 1236, 2008. inhibition, % at 16 µM. purified calpain II, 30 min;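 active = inhibition above about 50%, limit read from the data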
eIF4E 4G PPI = eIF4E–eIF4G protein interaction inhibitors, primary screen, biochemical, uHTS, TR-FRET, eIF4GI fragment; inhibition, % at 21.7 µM; Eukaryotic translation initiation factor 4E (Mus musculus) + Eukaryotic translation …; TR-FRET eIF4E-eIF4GI(517-606) binding, 2 h; 0.37% of 220,000 active;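 active = inhibition above about 30%, limit read from the data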;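 also: 0% = full FRET control wells and 100% = background wells lacking eIF4GI fragment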
L929 necroptosis = inhibitors of zVAD-triggered necroptosis, primary screen, L929 cells | 0.38% of 220,000 active | L929 zVAD necroptosis rescue, ATP luminescence, 24 h; with zVAD 60 µM | viability rescue, % at 10 µM | AID 1377, 2008;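 active = activation, scaled between plate controls, above about 75%, limit read from the data; inactive = activation under that limit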;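 also: 0% = zVAD with DMSO and 100% = DMSO alone without zVAD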
Rad51 HR inh = human RAD51 strand exchange inhibitors, primary screen, biochemical, fluorescence | DNA repair protein RAD51 homolog 1 (Homo sapiens), Q06609 | hRad51 DNA strand exchange, fluorescence dequenching | inhibition, % at 10 µM | 0.085% of 200,000 active | AID 1385, 2008;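 active = inhibition above 40% at the single screening dose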;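 also: 0% = DMSO control wells and 100% = blanks with heterologous ssDNA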
Target sequence (Q06609 whole entry, looked up): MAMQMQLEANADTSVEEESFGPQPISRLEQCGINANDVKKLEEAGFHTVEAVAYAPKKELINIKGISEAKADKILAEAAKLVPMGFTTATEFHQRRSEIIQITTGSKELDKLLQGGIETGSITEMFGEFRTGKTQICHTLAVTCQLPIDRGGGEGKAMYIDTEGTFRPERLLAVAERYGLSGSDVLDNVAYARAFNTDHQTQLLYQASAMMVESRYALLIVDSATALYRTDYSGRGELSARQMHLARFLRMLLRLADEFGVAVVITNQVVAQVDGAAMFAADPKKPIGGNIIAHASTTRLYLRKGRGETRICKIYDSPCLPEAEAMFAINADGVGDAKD
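Material: Human Rad51 nucleoprotein filaments preassembled on unlabelled ssDNA | Also added: Labelled 47-mer dsDNA for strand exchange | Dosing: Single dose, 10 µM final compound | Schedule: 30-min compound preincubation and 15-min exchange, both room temperature | Technique: Fluorescence dequenching at 485/520 nm | Measure: Percent inhibition relative to plate controls and blanks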
Tb hexokinase = Trypanosoma brucei hexokinase 1 inhibitors, primary screen, biochemical, G6PDH-coupled NADH absorbance, MLSCN library. AID 1430, 2008. hexokinase 1 [Trypanosoma brucei]. recombinant TbHK1, G6PDH-coupled NADH A340. inhibition, % at 10 µM. 0.11% of 220,000 active;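 active = inhibition of 50% or more in the single-dose primary screen; inactive = inhibition below 50%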
PGE2 EP2 inh = human EP2 receptor antagonists, primary screen, TR-FRET cAMP, C6 glioma cells | C6 glioma cells expressing human EP2; cells stimulated with saturating PGE2 | inhibition, % at 25 µM | 0.52% of 260,000 active | AID 1422, 2008;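 active = percent inhibition above 40 after rounding to a whole number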;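 also: rat C6 glioma host cells with rolipram phosphodiesterase inhibitor present; the protocol text gives 20 µM as final concentration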
Target sequence (P43116 whole entry, looked up): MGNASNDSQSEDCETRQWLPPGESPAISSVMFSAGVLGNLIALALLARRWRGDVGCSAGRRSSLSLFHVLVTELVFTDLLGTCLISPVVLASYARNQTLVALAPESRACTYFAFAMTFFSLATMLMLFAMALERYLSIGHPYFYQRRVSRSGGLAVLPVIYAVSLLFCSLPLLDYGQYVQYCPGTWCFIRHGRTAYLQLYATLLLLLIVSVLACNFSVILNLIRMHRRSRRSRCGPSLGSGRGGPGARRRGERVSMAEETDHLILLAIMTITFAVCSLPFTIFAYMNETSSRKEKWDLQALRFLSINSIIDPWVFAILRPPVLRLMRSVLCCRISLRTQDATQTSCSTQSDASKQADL
EP2 mod = EP2 receptor modulators, cAMP readout, primary screen, cell-based, HTRF cAMP, PGE2 stimulation; EP2-expressing cells, cAMP HTRF FRET, PGE2 co-stimulation; induction, % at 25 µM; 0.83% of 260,000 active; AID 940, 2007;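 active = compounds whose cAMP rise, as percent of the full-agonist control response, exceeds 60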;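 also: rat C6 glioma line stably carrying human EP2 under a CMV promoter; the protocol text gives 20 µM as final concentration; 100% = response of wells given 1 µM PGE2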
14-3-3 Bad inh = inhibitors of 14-3-3 zeta/Bad binding, primary screen, biochemical, TR-FRET, bovine 14-3-3 zeta; 14-3-3 protein zeta/delta (Bos taurus), P63103; TR-FRET 14-3-3zeta/Dy647-pBad peptide displacement, 1 h; inhibition, % at 21.7 µM; 0.71% of 220,000 active;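 active = inhibition above about 70%, limit read from the data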;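 also: 0% = full 14-3-3 plus peptide FRET controls and 100% = background without 14-3-3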
Hck-Nef inh = inhibitors of Nef-activated human Hck kinase, primary screen, biochemical, Z-Lyte FRET, 384-well, Hck-YEEI; Tyrosine-protein kinase HCK (Homo sapiens), P08631; inhibition, % at 20 µM; 0.68% of 220,000 active; AID 463187, 2010; Recombinant Hck-YEEI plus Nef, Z-Lyte FRET kinase assay;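 active = Hck-Nef kinase inhibition above about 50%, limit read from the data; inactive = inhibition below that limit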;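 also: 0% = DMSO with Hck plus Nef and 100% = Hck alone without Nef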
The depositor's hits bear a star; nt = not tested or not shown; & = joins results of further samples; [ ] = remark or other dose. The list is partial (hit frequency here may not be typical).

Compound	Tb hexokinase	Rad51 HR inh	PGE2 EP2 inh	L929 necroptosis	EP2 mod	eIF4E 4G PPI	14-3-3 Bad inh	Hck-Nef inh	m-calpain inh
COc1ccccc1N1CCN(C(=O)c2ccc3nc(-c4ccco4)c(-c4ccco4)nc3c2)CC1	-7	-6	1	0.3	36	7	-9	4	-158
O=c1/c(=C/c2ccc(O)cc2)sc2n1CCCN=2	-31	-4	14	3.9	-19	-1	5	1	-8
CCC(=O)N1CCN(c2ccc(Cl)cc2NC(=O)c2ccc(Br)o2)CC1	-4	-1	8	-0.6	nt	nt	nt	6	nt
COc1cc(NC(=S)NC2CC(C)(C)NC(C)(C)C2)cc(OC)c1	4	8	14	1.9	-32	2	-6	21	-32
Nc1ccc(Sc2nnnn2-c2ccccc2)c(Cl)c1	6	9	5	-0.1	10	-5	-8	-1	-31
COCCNC(=O)CCCn1c(=O)c2cc(OC)c(OC)cc2n(CC(=O)c2ccc(Cl)cc2)c1=O	-1	4	5	-0.9	2	-3	6	10	11
CN1CCc2c(sc(/N=C/c3cc(Cl)ccc3O)c2C#N)C1	-18	nt	8	0.6	-36	-1	1	-32	-6
O=C(NC1CCCC1)C1C2C=CC(C2)C1C(=O)N1CCOCC1 (stereo not drawn)	-1	-4	5	0.0	6	9	1	-1	-9
CCCC(=O)OCC(=O)Nc1ccc2c(c1)OCO2	-2	3	5	1.9	17	-1	1	4	0
CCOC(=O)Cc1csc(NC(=O)c2ccc(Br)s2)n1	-16	-3	9	0.4	18	-4	2	7	2
COc1cc(Cl)cc(C#N)c1OCC(=O)O	7	-2	13	-0.8	-8	5	24	11	14
CCN(CC)c1ccc(/C=N/Nc2nc3ccccc3[nH]2)cc1	-9	-1	7	50	-78	1[fluorescence artefact?]	-3	4	-4
O=C(O)C1C2CCC(O2)C1C(=O)Nc1cccc(F)c1 (stereo not drawn)	3	-6	18	0.2	11	3	-2	3	9
Cc1cc(C(=O)NCC(=O)OC(C(=O)Nc2cc(C(F)(F)F)ccc2Cl)c2ccccc2)ccc1[N+](=O)[O-] (stereo not drawn)	2	-10	16	0.5	13	-4	-1	9	-27
CC(C)C(=O)Nc1nnc(Cc2c[nH]c3ccccc23)s1	7	nt	3	-0.2	-9	-2	-7	19	8
COCc1nnc(NC(=O)CCCCCN2C(=O)c3ccccc3C2=O)s1	2	0	7	0.0	18	-4	1	1	-13
Cc1ccc2c(c1)cc(CN(Cc1ccc3c(c1)OCO3)S(=O)(=O)c1ccccc1)c1nnnn12	-6	4	4	-0.2	-1	0	5	0	-27
Oc1ccc(-c2csc(Nc3ncccn3)n2)c(O)c1	-15	10	10	81*	-15	-5	8	25	-22
COc1ccc(Cc2nnc(-c3cccc(C)c3)o2)cc1OC	-4	3	12	0.1	0	3[fluorescence artefact?]	2	-5	-61
Cc1oc(-c2cc(F)ccc2F)nc1CN1CCN(C)C(=O)[C@@H]1C	-5	-14	5	-0.5	-45	1	-9	21	-10
COc1ccc(CCNc2nncc(=O)[nH]2)cc1OC	-13	-6	8	1.1	5&-10	3	0	0	-6
COC(=O)c1c(CCl)noc1C(=O)NC(C)C	-2	-11	7	-0.4	14	-3	6	0	10
Cc1csc(NC(=O)Cn2cnnn2)n1	0	-6	5	1.6	15	0	-1[fluorescence artefact?]	1	-18
Cc1ccc(N2C(=O)C3C=NNC3C2=O)cc1 (stereo not drawn)	-1	-37	5	7.3	-14	-2	-2	18	0
Cc1cccc(Cc2nnc(CCC(=O)N(C)Cc3ccncc3C)o2)c1	-1	-2	5	0.3	2	-1	-7	84*	-1
COc1ccccc1N1C(=O)c2ccccc2NC1c1ccncc1 (stereo not drawn)	-2	15	5	-0.1	24	7[fluorescence artefact?]	-5	3	-208
COC(=O)c1ccc2c(=O)sc(N3CCC(C(N)=O)CC3)nc2c1	-1	nt	nt	-0.1	1	10	0	2	-60
CC1=C(C(=O)Nc2ccccc2)C(c2ccc(O)cc2)N2C(=O)CSC2=N1 (stereo not drawn)	-16	-8	6	-0.1	10	-5	2[fluorescence artefact?]	1	7
CCOC(=O)NC(=O)/C(C#N)=C\NNc1ncc(C(F)(F)F)cc1Cl	4	2	3	-1.4	15	-1	-3	-16	26
COc1cc(OC)c(NC(=S)Nc2cccc(C)c2)cc1Cl	-6	11	3	0.3	-6	0[fluorescence artefact?]	-5	0	-14
CC(=O)Nc1ccc(S(=O)(=O)NCC2CCC(C(=O)NC(C)c3ccc4c(c3)OCCO4)CC2)cc1 (stereo not drawn)	-1	-5	6	4.0	-8	2	1	-16	-1
Cc1ccc(NC(=S)Nc2ccc3cn[nH]c3c2)cc1	0	9	4	0.0	-64	-17	-6	0	13
COc1ccccc1N1CCN(c2ccc(N3C(=O)CCC3=O)cc2[N+](=O)[O-])CC1	-6	1	8	2.0	-36	1	-18	18	-20
O=C(c1cc(COc2ccc(F)cc2Cl)on1)N1CCC(OCc2cccnc2)CC1	-8	nt	1	-0.4	-24	6	3	-4	31
Cc1cc(C)cc(NC(=O)C(OC(=O)C2=COCCO2)c2ccccc2)c1 (stereo not drawn)	-3	2	6	0.8	30	2	-13	2	-3
O=C(CCCCl)Oc1ccc2cc(-c3ccc4ccccc4n3)c(=O)oc2c1	-13	nt	3	0.1	17	0	-5[fluorescence artefact?]	-4	-321
CCN1CCN(c2ccc(NC(=O)c3cccc(OCc4ccccc4)c3)cc2)CC1	-7	0	4	1.0	-2	-3	7	1	-63
CC1SCC(=NOCc2ccccc2)CS1 (stereo not drawn)	37	5	2	0.6	-7	0	12	9	-9
COc1ccccc1/C=N/NC(=O)c1ccc(N(C)S(=O)(=O)c2ccccc2)cc1	-37	nt	7	1.1	-54	1	0	5	-98
CC(C)[C@H](NC(=O)OC(C)(C)C)c1nnc(SCc2cccc(F)c2)o1	6	5	7	1.0	5	-1	12	-1	18
CN(CCc1ccccn1)C(=O)CN(C)S(=O)(=O)c1ccc2c(c1)c(=O)n(C)c(=O)n2C	2	4	7	0.1	5	0	11[fluorescence artefact?]	1	-11
c1ccc(Cn2c(SCCN3CCOCC3)nnc2-c2cccnc2)cc1	1	2	5&14	-0.1	-1&-23	-1	63	3	-7
Cc1ccc(NC(=O)Cn2cnc3cc([N+](=O)[O-])ccc3c2=O)cc1	-2	nt	11	1.6	-39	-3	-12	16	-3
Cc1ccc(N(C(C)C(=O)O)S(=O)(=O)c2c(C)n[nH]c2C)cc1 (stereo not drawn)	1	1	11	-0.4	25	3[fluorescence artefact?]	9	2	-17
c1ccc(N2CCN(c3c4c(nc5ncnn35)CCC4)CC2)cc1	0	nt	10	0.1	14	2	-9[fluorescence artefact?]	-19	-5
CCc1nnc(NC(=O)CSc2nnc(-c3ccccc3O)n2-c2ccc(C)cc2)s1	-5	0	5	0.5	18	-4	-5[fluorescence artefact?]	0	-127
CCN(CC)CCCNC(=O)Cn1ncn2cccc2c1=O	-11	-3	8	0.8	-5	-5[fluorescence artefact?]	-9[fluorescence artefact?]	-2	-15
COc1ccc(OC)c(NC(=O)CCC(=O)N(Cc2ccc(OC)c(OC)c2)c2nccs2)c1	-6	-2	7	5.8	11	-3	-6	21	14
O=c1[nH]c(NC2CCCCC2)c([N+](=O)[O-])c(=O)[nH]1	-23	nt	7	0.1	24	4	13	8	-1

Screens from PubChem BioAssay.
